Bioassay records: PubChem BioAssay, The Scripps Research Institute Molecular Screening Center
MBD2 DNA inh = inhibitors of MBD2 binding to methylated DNA, primary screen, biochemical, TR-FRET, DNA-binding domain, human; Methyl-CpG-binding domain protein 2 (Homo sapiens), Q9UBB5; MBD2 binding to methylated oligonucleotide; inhibition, % at 4.4 µM; actives 0.31% (n = 370,000); in the data active = inhibition above about 13%
ASAP1 inh = inhibitors of human ASAP1 ArfGAP activity, primary screen, biochemical, fluorescence polarization | ASAP1-stimulated ARF1 GTP hydrolysis, GDP FP detection | Arf-GAP with SH3 domain, ANK repeat and PH domain-containing protein 1 (Homo sapiens), … | inhibition, % at 16.5 µM | AID 624377, 2012 | actives 0.19% (n = 360,000); in the data active = inhibition above about 25%;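 note: 0% = vehicle with enzyme and substrate and 100% = no enzyme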
Target sequence (Q9ULH1 325-724 limits assumed): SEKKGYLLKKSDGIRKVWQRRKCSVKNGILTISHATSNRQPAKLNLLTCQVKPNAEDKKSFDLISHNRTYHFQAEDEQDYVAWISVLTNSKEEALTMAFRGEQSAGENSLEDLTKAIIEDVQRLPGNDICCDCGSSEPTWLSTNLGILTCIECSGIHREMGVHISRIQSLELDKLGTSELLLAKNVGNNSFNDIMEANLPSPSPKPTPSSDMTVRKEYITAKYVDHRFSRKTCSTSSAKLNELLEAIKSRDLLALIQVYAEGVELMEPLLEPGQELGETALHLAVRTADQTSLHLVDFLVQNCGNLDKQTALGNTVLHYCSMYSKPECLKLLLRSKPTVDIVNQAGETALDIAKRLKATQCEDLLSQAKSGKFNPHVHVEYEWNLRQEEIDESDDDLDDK
PLCg1 inh = PLC-gamma1 enzyme inhibitors, primary screen, biochemical, fluorescence, purified enzyme | 1-phosphatidylinositol 4,5-bisphosphate phosphodiesterase gamma-1 (Homo sapiens), P19174 | actives 0.84% (n = 370,000) | inhibition, % at 12.2 µM | fluorogenic substrate | AID 720700, 2013; in the data active = inhibition above about 9.5%
Tn7 DDE FP = inhibitors of Tn7 peptide binding to fibrin DD(E), primary screen, biochemical, fluorescence polarization, human fibrin, Tn7 probe. Fibrinogen beta chain (Homo sapiens), P02675. FP displacement of FITC-Tn7 peptide from fibrin DD(E); 0% = median of compound wells per plate. inhibition, % at 8.3 µM. actives 0.13% (n = 370,000);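 active = inhibition above the mean of compounds falling within the control limits plus 3 SD of them, cut at about 14% in these data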;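 note: 0% = plate median of compound wells and 100% = 10 µM Aha-Tn7 peptide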
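Test system – human fibrin DD(E) · Times – 10 min preincubation, 3 h with tracer, room temperature · Detection – fluorescence polarization of the labelled Tn7 tracer · Measure – percent inhibition normalized to high-control wells · Benchmarks – high control wells with 10 µM unlabelled Aha-Tn7 peptide (full inhibition) · Repeats – singlicate testing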
UHRF1 MBD2 ctr = UHRF1 methylated DNA binding inhibitors, primary screen, counter-screen for MBD2 inhibitor project, biochemical, TR-FRET, human UHRF1, single concentration. inhibition, % at 4.4 µM. actives 0.75% (n = 370,000). UHRF1 binding to methylated oligo; in the data active = inhibition above about 21%;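 note: UHRF1 SRA domain binding a hemimethylated CpG hairpin DNA probe; 0% = median of test compound wells and 100% = reference inhibitor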
ADAM17 inh = ADAM17 inhibitors, primary screen, biochemical, QFRET; Disintegrin and metalloproteinase domain-containing protein 17 (Homo sapiens), P78536; recombinant ADAM17, EDANS/DABCYL FRET peptide cleavage; inhibition, % at 6.95 µM; actives 0.83% (n = 370,000);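 active = inhibition above the mean of compounds lying between control limits plus 3 SD, set per campaign, cut at about 8.5% in these data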;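 note: 0% = DMSO-only wells as the low control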
proKLK7 act = proKLK7 zymogen activators, primary screen, biochemical, fluorescence intensity; actives 0.9% (n = 370,000); activation, % at 7 µM; purified proKLK7, EDANS-DABCYL substrate fluorescence; 100% is mature enzyme control, 0% vehicle; AID 652039, 2013;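 active = activation above the mean of all tested compounds plus 3 SD, computed per campaign excluding outliers beyond control limits, cut at about 13% in these data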
Target sequence (P49862 whole entry, looked up): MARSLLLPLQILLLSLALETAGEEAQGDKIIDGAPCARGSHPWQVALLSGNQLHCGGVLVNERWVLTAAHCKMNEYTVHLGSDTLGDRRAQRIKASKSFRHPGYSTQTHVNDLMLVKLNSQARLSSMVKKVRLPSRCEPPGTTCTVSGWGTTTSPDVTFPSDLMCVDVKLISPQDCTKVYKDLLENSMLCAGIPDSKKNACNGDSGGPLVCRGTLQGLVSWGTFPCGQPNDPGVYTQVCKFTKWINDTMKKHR
PLC-beta3 inh = human PLC-beta3 inhibitors, primary screen, biochemical, fluorescence; actives 0.18% (n = 370,000); Purified PLC-beta3, fluorogenic substrate; 1-phosphatidylinositol 4,5-bisphosphate phosphodiesterase beta-3 (Homo sapiens), Q01970; inhibition, % at 12.2 µM; in the data active = inhibition above about 11%;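 note: 0% = median of compound wells on plate and 100% = full blocker control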
Tn6 DDE FP = inhibitors of Tn6 peptide binding to fibrin DD(E), primary screen, biochemical, fluorescence polarization, human fibrin, Tn6 probe | Fibrinogen beta chain (Homo sapiens), P02675 | Fibrin DD(E) TRITC-Tn6 fluorescence polarization displacement | inhibition, % at 8.3 µM | actives 0.21% (n = 370,000) | AID 720509, 2013;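 active = inhibition above a per-campaign cutoff: mean of compounds within control limits plus 3 SD, cut at about 15% in these data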;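 note: 0% = median of all compound wells on the plate and 100% = blocking peptide control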
ARFGAP1 inh = inhibitors of rat ARFGAP1 GAP activity, primary screen, biochemical, fluorescence polarization, GDP tracer; actives 0.26% (n = 360,000); AID 651572, 2012; ADP-ribosylation factor GTPase-activating protein 1 (Rattus norvegicus), Q62848; inhibition, % at 16.5 µM; Arfgap1-stimulated ARF1 GTP hydrolysis, GDP FP detection;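 active = inhibition above a per-plate limit, mean inhibition of low control wells plus 3 SD, cut at about 25% in these data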;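 note: 0% = DMSO wells with enzyme and 100% = wells lacking Arfgap1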
Target sequence (Q62848 1-136 limits assumed): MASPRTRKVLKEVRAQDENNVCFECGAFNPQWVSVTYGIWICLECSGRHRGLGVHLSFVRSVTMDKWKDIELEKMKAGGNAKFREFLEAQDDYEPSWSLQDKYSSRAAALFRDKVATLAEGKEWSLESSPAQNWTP
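System: truncated rat Arfgap1 GAP domain / Medium: HEPES-based buffer, pH 7.5 / Also added: N-terminally truncated human ARF1-GTP substrate / Incubation: enzyme reaction 120 min at 25 °C after 20 min preincubation / Measured by: FP of antibody-bound GDP Alexa 633 tracer, ex 620/em 688 nm / Replicates: singlicate, each compound tested once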
An asterisk follows results filed as active; i = inactive; . = not tested or not shown.

No.	structure	MBD2 DNA inh	ASAP1 inh	PLCg1 inh	Tn7 DDE FP	UHRF1 MBD2 ctr	ADAM17 inh	proKLK7 act	PLC-beta3 inh	Tn6 DDE FP	ARFGAP1 inh
1	COc1ccc(C(=O)NCCCc2ccccc2)cc1	-2.1	7.4	0.2	0.7	-3.6	-0.6	0.6	-2.2	1.7	-1.9
2	CC(Sc1nc2c(cc1C#N)CCCCC2)C(=O)O (stereo unspecified)	-0.3	-0.7	6.9	-3.9	1.6	0.0	0.6	0.2	-0.9	-0.4
3	c1ccc2c(c1)nc(N1CCOCC1)c1nnnn12	-3.3	-4.8	-4.3	2.7	-1.6	-3.7	0.9	-2.5	-0.8	-8.0
4	COc1ccc(N2CCN(C(=O)NC34CC5CC(CC(C5)C3)C4)CC2)cc1	2.6	0.7	2.4	1.4	4.2	-1.4	-0.4	2.3	-1.1	1.7
5	CSc1nc(-c2ccccc2)cc(C(F)(F)F)c1C#N	7.3	-7.2	-1.8	-4.9	-0.2	-5.9	-1.9	-5.5	1.4	3.6
6	COc1ccc(C(=O)NC(=S)NNC(=O)c2ccc(C)cc2)cc1	-0.1	4.8	-0.1	3.5	-4.3	-0.1	0.6	-13.5	3.9	-1.4
7	CCc1nc2nc(C)c(NS(=O)(=O)c3cccs3)c(=O)n2[nH]1	-0.1	-11.8	-1.7	2.2	0.9	-0.7	0.0	-2.8	2.2	-6.2
8	O=C(NCCc1ccc(O)cc1)c1[nH]c(C(F)(F)F)nc1-c1ccccc1	-1.4	2.7	12.8*	-2.9	4.1	6.0	0.5	3.7	-0.4	5.8
9	CC(=O)c1ccc(N2CCN(C(=O)CCCn3c(=O)[nH]c4ccc(Br)cc4c3=O)CC2)cc1	3.5	-1.0	-0.8	3.9	-0.8	-1.9	-0.3	0.5	3.9	-7.8
10	COc1ccc(NC(=O)CN(C)C(=O)CSCc2ccc(C)cc2)cc1	-2.5	0.7	0.0	-5.2	-1.6	4.0	0.0	-3.5	5.4	-0.3
11	CCOc1ccccc1CN1C(=O)C2(OCCO2)c2ccccc21	-5.9	12.2	1.5	3.0	-1.8	-6.4	-0.1	-6.4	0.2	-2.0
12	CC1CN(c2nn3c(=O)c4ccccc4nc3c3ccccc23)CC(C)O1 (stereo unspecified)	0.5	-4.8	-28.7	-3.7	-7.7	-11.5	-2.6	-40.0	-4.3	19.6
13	CCOC(=O)C1(C)CCN1C(=O)c1csnn1 (stereo unspecified)	3.3	0.6	0.5	-6.0	12.3	-1.1	-0.1	-0.6	-2.3	0.2
14	CC1C(=O)NN=C1C(=O)N/N=C\C(Br)=C\c1ccccc1 (stereo unspecified)	-5.1	1.1	-1.0	-2.2	-2.9	-1.1	0.0	0.2	1.5	1.9
15	O=C(O)CCC(=O)N1N=C(c2cccs2)CC1c1cccc([N+](=O)[O-])c1 (stereo unspecified)	1.3	14.6	-0.5	-2.4	-2.0	-2.8	-0.3	-5.8	-5.3	7.2
16	CC(Oc1ccc(F)cc1)C(=O)Nc1nc(-c2ccccn2)cs1 (stereo unspecified)	-0.3	-5.2	-5.8	-0.5	2.5	-3.7	0.1	-15.9	-6.1	6.7
17	Cc1ccc2oc(-c3ccc(NC(=O)c4ccncc4)cc3O)nc2c1	3.7	-5.6	-18.5	1.9	-1.5	-4.4	0.3	-19.4	5.2	-0.2
18	Cc1ccc(S(=O)(=O)N2CCCC2)cc1C(=O)NC1CCCCC1	1.4	-4.8	3.5	4.6	-2.9	-1.4	-0.6	-5.2	1.9	-4.6
19	O=C(CSc1nc2ccccc2c(=O)n1-c1ccc(Cl)cc1)NNC(=S)Nc1ccccc1	-2.9	.	1.4	0.1	-4.3	8.3	0.3	3.7	-4.6	.
20	O=S(=O)(NCc1ccco1)N1CCCCCC1	1.5	-6.9	1.7	5.9	-1.3	-1.0	-0.1	0.9	7.8	0.3
21	COc1ccc(C(=O)N2CCc3cc(OC)c(OC)cc3C2c2ccc(OC)c(OC)c2)cc1 (stereo unspecified)	-0.6	0.9	3.4	6.1	1.3	-0.3	0.3	-7.4	5.3	4.4
22	O=C1Cc2cc(S(=O)(=O)N3CCN(c4cccc(Cl)c4)CC3)ccc2N1	-3.9	-2.8	4.8	-8.9	0.0	0.4	0.7	0.0	-2.6	-5.7
23	O=C(Cn1c(CCCO)nc2ccccc21)Nc1ccccc1-c1ccccc1	-0.5	2.6	-3.2	2.9	-1.3	-1.1	-0.5	-4.9	-3.8	9.6
24	O=C(NCc1cccnc1)c1cc(-c2cccs2)on1	-2.6	1.7	-2.8	-1.9	-0.4	-1.0	-0.6	1.1	4.7	-7.4
25	O=C(Nc1cccc([N+](=O)[O-])c1)Nc1ccc2c(c1)CCC2	-2.0	-8.8	-1.5	5.7	-1.1	0.8	0.0	-3.4	0.7	12.0
26	O=C(CCc1nnc(Cc2ccc(-c3ccccc3)cc2)o1)N1CCCC1	1.8	12.1	-0.8	16.4*	0.7	-3.7	0.3	0.3	6.5	-10.8
27	Cc1ccc(-n2nc3c([n+]2[O-])CCc2nonc2-3)cc1	-5.0	10.8	1.8	7.0	-1.2	-0.4	0.6	-0.7	5.2	2.9
28	O=C(NCC1CC1)c1ccc2sc([C@H]3C[C@H](O)[C@@H](CO)O3)nc2c1	2.6	0.2	0.7	-1.1	1.2	2.5	-0.5	-0.1	-9.4	-1.2
29	COc1cc(C(=O)NCC(c2ccco2)N2CCc3ccccc3C2)cc(OC)c1OC (stereo unspecified)	-0.9	-8.8	-7.5	0.3	-0.9	-1.6	-0.5	-4.9	-4.2	-2.2
30	Cc1cc(C(=O)CN2C(=O)CN(C)C2=O)c(C)n1-c1cccc(S(=O)(=O)N2CCOCC2)c1	1.6	10.8	-4.1	4.1	1.4	-5.1	-0.6	-8.5	7.4	9.8
31	Cc1c(-c2ccc(F)cc2)nc(N)c(C#N)c1-c1cccs1	-0.2	-18.2	-15.2	2.0	-1.4	-2.4	0.4	-24.6	4.1	10.0
32	COc1cc(-n2c(=O)c3ccccc3n(Cc3cccc(F)c3)c2=O)cc(OC)c1OC	0.8	3.8	2.4	-4.1	5.6	-8.3	0.0	-10.9	-6.2	6.4
33	CCN(Cc1ccccc1)C(=O)Nc1c(Cl)cccc1Cl	6.3	10.7	-1.3	-0.4	1.0	-5.5	-0.4	-0.7	1.0	9.6
34	CC(C)c1ccc(C(=O)CN2C(=O)NC3(CCc4ccccc43)C2=O)cc1 (stereo unspecified)	-1.8	6.2	-0.7	3.5	0.8	0.8	0.2	6.2	-7.5	-6.4
35	CCOc1cccc(OCCCOc2ccccc2)c1	5.8	9.7	4.5	-1.3	0.1	-1.4	-0.7	3.9	-5.1	-11.3
36	C/C(=N\Nc1nc2ccccc2[nH]1)c1ccccn1	-0.2	-2.8	-7.4	-0.2	-0.2	3.3	-0.1	-13.0	4.7	-13.5
37	CCCCCCCC(=O)Nc1ccc(S(=O)(=O)Nc2nccs2)cc1	-1.6	-8.1	26.5*	0.6	1.3	2.5	0.2	0.2	-5.5	-3.0
38	N=c1ccn(Cc2cccc(F)c2)cc1	-0.6	-5.7	0.2	6.1	0.3	-1.3	0.6	-5.9	-0.1	-2.5
39	CCCN(CCC)CCCNC(=O)c1cc2cc3ccc(OC)cc3nc2o1	-7.1	4.6	i	-1.5	-19.0	i	61.4*	i	-1.5	8.1
40	O=C1NC[C@@H]2CCCN2C1=O	1.6	-2.8	2.0	-2.4	-0.3	-1.7	-0.2	1.8	-5.9	-1.2
41	CC(=O)c1ccc(N=Nc2c(C)[nH][nH]c2=O)cc1	-5.5	8.0	1.3	-5.0	-15.7	0.1	-0.1	-1.7	3.3	1.8
42	COc1ccc(C(=O)CC(=O)C(=O)Nc2cc(Cl)c(OC)cc2OC)cc1	1.9	-4.1	-1.0	-3.0	0.5	-2.7	-0.5	-7.3	-0.1	4.8
43	O=C(O)C1CCC(=O)N(C2CCCCC2)C1c1ccccc1Cl (stereo unspecified)	2.3	-5.3	2.3	8.2	-0.3	0.2	0.6	-4.7	-0.5	-6.1

Some of these compounds in order of the ADAM17 inh value, smallest number first.
no.	Compound	ADAM17 inh
32	COc1cc(-n2c(=O)c3ccccc3n(Cc3cccc(F)c3)c2=O)cc(OC)c1OC	-8.3
43	O=C(O)C1CCC(=O)N(C2CCCCC2)C1c1ccccc1Cl (stereo unspecified)	0.2
36	C/C(=N\Nc1nc2ccccc2[nH]1)c1ccccn1	3.3
